Compound activity (PubChem BioAssay)
PKA-R1A activ: activators of PKA-R1A complex; P00514+P68181; PKA-R1A dissociation, Cy5-IP20 fluorescence polarization; scaled: DMSO 0%, 113 µM cGMP 100%; activation, % at 11.4 µM; 340,000 compounds, 0.083% hits; AID 504707;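 active = percent activation above the mean of all tested compounds plus 3 SD, cut at about 19% in these data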;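 note: higher means more PKAc released from R1A so a rise in polarization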
Arrestin-AP2 inh: blocks beta-arrestin peptide binding to AP2 adaptin; FITC-arrestin peptide / GST-AP2 beads, flow cytometry; AP2 beta2 appendage carries R879A mutation; inhibition, % at 10 µM; 340,000 compounds, 0.31% hits; AID 504490;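 active = inhibition above a set limit, near 3 SD of compounds lacking own fluorescence, cut at about 54% in these data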;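 note: plate controls were DMSO wells for no effect and 5 µM unlabelled arrestin peptide for full effect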
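Material – AP2 appendage R879A on GSH beads · Buffer or medium – PBS with 0.05% Tween 20 and 0.1% BSA · Probe or stimulus – fluorescein-tagged arrestin peptide at 50 nM final · Incubation – compound with beads 12 min RT, then probe 1 h RT · Detection – high-throughput flow cytometry of beads, ex 488, em 535 nm · Evaluation – percent response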
PKA-R2B activ: PKA-R2B complex activation. PKA-R2B holoenzyme dissociation, Cy5-IP20 fluorescence polarization; R2B truncated from residue 108, S112A mutant; 0% DMSO only, 100% 113 µM cGMP. AID 504700. activation, % at 11.4 µM. 340,000 compounds, 0.079% hits. P22694+P31323;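 active = activation above a cutoff set at the mean over all compounds plus 3 SD, cut at about 18% in these data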;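 note: higher means more holoenzyme dissociation and a rise in polarization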
OPRM1-OPRD1 ag: OPRM1-OPRD1 heterodimerization agonism; activation, % at 9.3 µM; AID 504326; 340,000 compounds, 0.3% hits; P35372+P41143; cells, luminescence; in the data active = activation above about 18%;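 note: 0% = vehicle-treated cells and 100% = reference agonist; values of inactives mirror those of a sister screen read the other way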
Pemphigus Ab inh: human desmoglein-3 autoantibody binding inhibition | DSG3-coupled beads, scFv-anti-DSG3-GFP binding, flow cytometry; active compounds read low | binding (percent of control), % at 10 µM | 310,000 compounds, 0.48% hits | AID 588358;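 active = binding more than 3 SD below its plate's average and above zero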;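 note: hits lower antibody fragment binding to DSG3; some compounds called inactive have numbers as strong as hits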
MOR-DOR inv ag: inverse agonist of human OPRM1-OPRD1 heterodimerization; P35372+P41143; cell-based MOR-DOR heterodimer luminescence, inverse agonism; inhibition, % at 9.3 µM; 340,000 compounds, 0.21% hits; AID 504357; in the data active = inhibition above about 22%, passing the limit was not always enough;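 note: 0% = cells with DMSO and 100% = wells without cells with DMSO; values of inactives mirror those of a sister screen read the other way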
DAGLB inhibitor: blocks human DAGLB lipase activity; Q8NCG7; HEK293T DAGLB membrane lysate, EnzChek fluorogenic substrate; inhibition, % at 5.17 µM; 340,000 compounds, 0.059% hits; AID 504411; in the data active = inhibition above about 34%;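 note: 0% = enzyme with vehicle and 100% = wells lacking enzyme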
Target sequence (Q8NCG7 whole entry, looked up): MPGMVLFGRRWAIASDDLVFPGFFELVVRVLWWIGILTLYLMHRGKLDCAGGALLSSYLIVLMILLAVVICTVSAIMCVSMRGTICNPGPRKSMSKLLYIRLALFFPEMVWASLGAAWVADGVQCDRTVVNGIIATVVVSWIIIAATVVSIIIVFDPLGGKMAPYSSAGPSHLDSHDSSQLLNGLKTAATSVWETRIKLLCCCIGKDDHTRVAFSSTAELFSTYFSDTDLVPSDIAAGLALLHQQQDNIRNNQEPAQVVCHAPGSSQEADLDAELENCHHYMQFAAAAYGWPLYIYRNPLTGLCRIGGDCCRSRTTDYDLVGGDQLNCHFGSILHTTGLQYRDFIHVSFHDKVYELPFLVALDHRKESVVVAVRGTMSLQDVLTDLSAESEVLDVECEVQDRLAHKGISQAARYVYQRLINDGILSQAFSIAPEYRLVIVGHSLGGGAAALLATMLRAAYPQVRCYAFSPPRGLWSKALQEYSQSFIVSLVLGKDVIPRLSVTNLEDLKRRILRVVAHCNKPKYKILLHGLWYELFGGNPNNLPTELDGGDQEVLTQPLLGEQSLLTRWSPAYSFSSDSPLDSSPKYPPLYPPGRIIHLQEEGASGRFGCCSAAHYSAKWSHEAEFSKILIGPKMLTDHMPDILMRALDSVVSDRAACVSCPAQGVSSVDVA
HTR5A ag: activates human HTR5A in OPRM1-OPRD1 agonist counter-screen. 340,000 compounds, 0.61% hits. HTR5A agonist assay, luminescence, cell-based. P47898. activation, % at 9.3 µM; in the data active = activation mostly above about 9.5%, no sharp cut-off; inactive = mostly below about 7.6%;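 note: 0% = cells with vehicle only and 100% = reference agonist; strong numbers were not always called active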
Target sequence (P47898 whole entry, looked up): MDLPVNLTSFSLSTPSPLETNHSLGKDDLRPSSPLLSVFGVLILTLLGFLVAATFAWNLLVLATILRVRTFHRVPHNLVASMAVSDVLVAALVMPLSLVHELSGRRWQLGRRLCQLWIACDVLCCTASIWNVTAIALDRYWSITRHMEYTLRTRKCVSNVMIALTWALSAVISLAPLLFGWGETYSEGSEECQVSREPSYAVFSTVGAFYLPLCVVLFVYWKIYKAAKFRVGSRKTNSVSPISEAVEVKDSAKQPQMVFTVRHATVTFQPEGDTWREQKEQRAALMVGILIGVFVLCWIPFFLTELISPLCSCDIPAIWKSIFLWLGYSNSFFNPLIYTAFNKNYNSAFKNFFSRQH
V-ATPase pHluor: yeast V-ATPase proton transport regulation by pHLuorin; 350,000 compounds, 0.37% hits; response, % at 10 µM; S. cerevisiae, pHLuorin cytosolic pH fluorescence; in the data active = response mostly above about 7.3%, no sharp cut-off; inactive = mostly below about 5.4%; note: actives read high; inactives centre near 0; some compounds called inactive have numbers as strong as hits; reference of the scale not given here
HTR5A inv ctr: HTR5A inverse agonism, opioid heterodimer counter-screen | 340,000 compounds, 0.083% hits | P47898 | AID 504634 | HTR5A cell line, luminescence | inhibition, % at 9.3 µM; in the data active = inhibition mostly above about 23%, no sharp cut-off; inactive = mostly below about 18%;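 note: 0% = cells with DMSO and 100% = no-cell wells with DMSO; some compounds called inactive have numbers as strong as hits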
Starred values were filed as active, the others as inactive; i = inactive; x = not tested or not shown.

SMILES	PKA-R1A activ	Arrestin-AP2 inh	PKA-R2B activ	OPRM1-OPRD1 ag	Pemphigus Ab inh	MOR-DOR inv ag	DAGLB inhibitor	HTR5A ag	V-ATPase pHluor	HTR5A inv ctr
CC(NC(=O)CNC(=O)c1ccccc1Br)c1cccs1 (configuration not stated)	1	-3	-2	-5.2	102	26	0	3	-5	3
O=C(CN1CCN(S(=O)(=O)c2ccc(Cl)cc2)CC1)Nc1ccc2c(c1)OCO2	0	22	-12	-3.8	102	16	-5	1	3	-2
CN(C)CCCN(C(=O)c1sc2ccccc2c1Cl)c1nc2c(F)cccc2s1	0	-3	0	1.9	100	-10	-2	-1	3	15
Cn1nnc2cc(C(=O)N3CCC(c4ccccc4)C3)ccc21 (configuration not stated)	3	-6	-7	-1.6	105	9	0	1	6	-33
COCCNCC(=O)Nc1ccc(C)c(S(=O)(=O)N2CCCCC2)c1	7	5	3	-2.5	105	13	-1	1	-2	-7
COC(=O)C(C)Sc1nc(NCc2ccccc2)nc(N(C)C)n1 (configuration not stated)	8	3	-8	-0.3	84*	2	-3	6	0	16
COc1cc(/C=C/c2nc3ccccc3c(=O)[nH]2)ccc1O	-6	x	-5	x	108	x	1	x	-2	x
COc1ccc(CNCC(C)NCc2ccc(OC)c(OC)c2)cc1OC (configuration not stated)	-16	25	-6	-4.2	96	19	-6	4	2	-15
CCN(C(=O)CSc1nnc(-c2ccc(C)cc2)n1N)c1c(N)n(Cc2ccccc2)c(=O)[nH]c1=O	-1	-4	-1	-0.9	102	6	4	-1	-3	-35
CN(CC(=O)NC1CCCCCC1)S(=O)(=O)c1cnc[nH]1	-10	-19	1	-3.6	104	19	-1	-3	-4	8
CC1(C)CC(=O)C=C(c2ccc(COC(=O)c3cc(F)cc(F)c3)cc2)C1=O	0	x	5	x	101	x	-9	x	-2	x
OC[C@@H](O)[C@@H](O)CO	-6	-3	-10	-3.1	98	15	-1	7	1	-1
CC(C)(C)n1nnnc1C(c1cc2cc3c(cc2[nH]c1=O)OCO3)N1CCN(c2ccccc2)CC1 (configuration not stated)	10	2	6	0.3	100	-2	6	1	0	11
COC(=O)c1cc(-c2ccccc2)nc2nc(SC)[nH]c(=O)c12	-3	35	-11	-0.6	85	3	-2	0	-3	0
COc1cc(C(CCN2CCCC2)c2c(OC)cc(OC)c3c(C)cc(=O)oc23)cc(OC)c1OC (configuration not stated)	-2	28	1	-1.6	103	9	-3	6	0	-17
COc1ccc(C(Cl)=C(c2ccc(OC)cc2)c2ccc(OC)cc2)cc1	-4	0	-5	-0.3	102	2	-10	0	0	-1
Cc1ccc(S(=O)(=O)N2C[C@@H]3CCCC[C@@H]3[C@@H](C)[C@H]2CC(=O)c2ccccc2)cc1	-3	-9	-1	-1.3	97	6	-4	0	-3	-1
O=C(NCCCn1ccnc1)/C(=C\c1cccnc1)NC(=O)c1cccc(Br)c1	-2	18	3	-1.9	128	10	0	-1	-2	9
Cc1noc(C(=O)N2CCN(c3ccc(F)cc3)CC2)c1Cl	-17	9	0	-2.6	101	15	-3	12	2	-30
COc1ccc(C=NNC(=S)NC23CC4CC(CC(C4)C2)C3)cc1OC	-7	-4	0	4.4	95	-19	-3	3	1	-11
CCOC(=O)c1cc(-c2cc3ccccc3o2)n[nH]1	-9	17	-6	0.2	102	-1	-1	0	-5	-6
O=C(c1ccc(S(=O)(=O)NCC2CCCO2)cc1)N1CCN(c2ccccc2F)CC1 (configuration not stated)	-8	-12	-1	0.2	103	-1	-1	3	-3	-21
CCOc1ccc(N=C2NC(=O)C(CC(=O)Nc3ccc(OC)cc3)S2)cc1 (configuration not stated)	-5	17	6	0.0	74	0	2	4	4	-10
O=c1ccn(Cc2ccccc2)c(SCc2ccccc2)n1	-1	9	-5	-2.9	x	14	-2	1	2	-5
O=C(c1ccc2c(c1)OCO2)N1CCN(CCN2C(=O)c3cccc4cccc(c34)C2=O)CC1	-9	-11	-7	-2.0	100	10	-1	4	0	-12

Entries shown so far that contain an aryl methoxy group:
SMILES	PKA-R1A activ	Arrestin-AP2 inh	PKA-R2B activ	OPRM1-OPRD1 ag	Pemphigus Ab inh	MOR-DOR inv ag	DAGLB inhibitor	HTR5A ag	V-ATPase pHluor	HTR5A inv ctr
COc1cc(/C=C/c2nc3ccccc3c(=O)[nH]2)ccc1O	-6	x	-5	x	108	x	1	x	-2	x
COc1ccc(CNCC(C)NCc2ccc(OC)c(OC)c2)cc1OC (configuration not stated)	-16	25	-6	-4.2	96	19	-6	4	2	-15
COc1cc(C(CCN2CCCC2)c2c(OC)cc(OC)c3c(C)cc(=O)oc23)cc(OC)c1OC (configuration not stated)	-2	28	1	-1.6	103	9	-3	6	0	-17
COc1ccc(C(Cl)=C(c2ccc(OC)cc2)c2ccc(OC)cc2)cc1	-4	0	-5	-0.3	102	2	-10	0	0	-1
COc1ccc(C=NNC(=S)NC23CC4CC(CC(C4)C2)C3)cc1OC	-7	-4	0	4.4	95	-19	-3	3	1	-11
CCOc1ccc(N=C2NC(=O)C(CC(=O)Nc3ccc(OC)cc3)S2)cc1 (configuration not stated)	-5	17	6	0.0	74	0	2	4	4	-10

The listing picks up, repeating the 5 entries before the break.
SMILES	PKA-R1A activ	Arrestin-AP2 inh	PKA-R2B activ	OPRM1-OPRD1 ag	Pemphigus Ab inh	MOR-DOR inv ag	DAGLB inhibitor	HTR5A ag	V-ATPase pHluor	HTR5A inv ctr
CCOC(=O)c1cc(-c2cc3ccccc3o2)n[nH]1	-9	17	-6	0.2	102	-1	-1	0	-5	-6
O=C(c1ccc(S(=O)(=O)NCC2CCCO2)cc1)N1CCN(c2ccccc2F)CC1 (configuration not stated)	-8	-12	-1	0.2	103	-1	-1	3	-3	-21
CCOc1ccc(N=C2NC(=O)C(CC(=O)Nc3ccc(OC)cc3)S2)cc1 (configuration not stated)	-5	17	6	0.0	74	0	2	4	4	-10
O=c1ccn(Cc2ccccc2)c(SCc2ccccc2)n1	-1	9	-5	-2.9	x	14	-2	1	2	-5
O=C(c1ccc2c(c1)OCO2)N1CCN(CCN2C(=O)c3cccc4cccc(c34)C2=O)CC1	-9	-11	-7	-2.0	100	10	-1	4	0	-12
CNC(=O)C(=O)Nc1ccc(C)cc1C	9	-2	-6	-0.7	110	5	-3	0	-3	-9
COc1ccc(Cn2c(C)c(C)c(C#N)c2NC(=O)Nc2ccc(F)cc2)cc1	4	-6	6	2.4	94	-14	-1	3	1	8
O=C(N/N=C\c1ccc(Cl)s1)c1cccs1	20*	-8	-9	-0.4	107	3	1	-2	1	17
O=C(O)COc1ccccc1/C=N/NC(=O)c1cccc(S(=O)(=O)Nc2cccc(Cl)c2)c1	1	23	-2	-0.3	105	1	7	0	5	-12
Cc1cc(OCc2nc(N)nc(N)c2-c2ccc(Cl)c(Cl)c2)ccc1[N+](=O)[O-]	4	6	-9	-2.0	91	9	2	5	-8	-19
CCc1ccc(S(=O)(=O)Nc2nnc(N)s2)cc1	-17	4	-6	-1.1	106	6	0	3	-2	-7
CN1C[C@@H]2[C@@H]3C(=O)N(Cc4ccccc4)C(=O)[C@@H]3[C@](Cc3ccccc3)(C1=O)N2C(=O)c1ccc(C(C)(C)C)cc1	-7	-1	-9	1.2	98	-7	1	8	1	-23
N#C/C(=C/c1ccccc1)C(=O)NCc1ccccc1	-6	10	2	-0.2	99	1	0	-6	8	15
O=C(Nc1ccc(OCC(=O)N2CCOCC2)cc1)c1cc(F)c(F)cc1Cl	0	-1	3	-1.5	114	8	-1	2	-1	-5
CSc1nnc(C)c(/C=C/Nc2ccc(F)cc2)n1	-8	25	-6	-3.9	94	18	-1	-4	1	-1
Nc1c2c(nc3cccc(Cl)c13)N(c1ccccc1)CC2	-1	8	3	2.0	92	-11	-1	5	-3	-18
O=C(NCC1CCCO1)c1cccc(S(=O)(=O)Nc2cccc(C(F)(F)F)c2)c1 (configuration not stated)	-4	43	2	-0.3	91	2	5	-1	6	5
C=CCn1c(=O)c2ccccc2n2c(SCc3nc(N)nc(Nc4ccccc4C)n3)nnc12	4	-9	-7	-1.1	99	7	4	1	0	1
CN(C)S(=O)(=O)c1ccc(N2CCCC2)c(C(=O)OCC(=O)N2CCN(c3ccccc3)CC2)c1	-2	2	-5	0.6	103	-4	1	4	-2	25
CCc1ccccc1NC(=O)Nc1ccc(F)cc1F	-5	52	-1	-1.0	91	5	-4	1	5	-3
COc1cc(OC)cc(C(=O)NNC(=O)c2cc3c(s2)CCCC3)c1	-3	6	2	0.3	109	-1	10	1	6	-8
CC(=O)Nc1ccc(S(=O)(=O)NCC(=O)OC(C)c2ccccc2Cl)cc1 (configuration not stated)	-6	4	2	-2.8	83	14	0	-2	-3	-12
COc1cc([N+](=O)[O-])ccc1NC(=O)NCc1cccnc1	7	1	7	-1.9	109	8	-4	-6	0	16
O=C(N/N=C/c1cccc2ccccc12)c1cc(C2CC2)[nH]n1	11	-4	-15	-1.3	104	7	1	-4	-1	-17
COc1ccc(C(CNC(=O)c2cncc(Br)c2)N(C)C)cc1 (configuration not stated)	-8	37	-2	274*	98	i	0	-1	2	3
NC(=O)COc1ccc2cc(-c3ccc(F)cc3)c(=O)oc2c1	-5	29	4	-2.6	99	12	-3	-4	-1	16
CCC1(c2ccc(OC)cc2)NC(=O)N(CC(=O)NC2CCCCC2C)C1=O (configuration not stated)	2	-3	-10	-3.0	x	11	2	-2	2	-13
CC1CC(C)CN(C(=O)c2nn(C)c3c2CS(=O)(=O)c2ccccc2-3)C1 (configuration not stated)	-5	8	-6	-1.0	107	5	-2	-4	2	-7
COc1ccc(-c2nnn(CCc3nn[nH]n3)n2)cc1OC	7	-3	0	-3.4	101	16	0	7	0	5
Cn1c(=O)oc2cc(S(=O)(=O)N3CCN(c4cccc(Cl)c4)CC3)ccc21	10	6	-9	6.0	161	-30	-1	12	-2	13
CSCC[C@H](NC(=O)OC(C)(C)C)C(=O)N1CCC(C(=O)N[C@@H](Cc2c[nH]c3ccccc23)C(=O)O)CC1	7	-8	7	-1.5	99	8	0	1	0	-5
COc1cc(Cl)c(C)cc1NC(=O)CSCC#N	-16	16	7	-0.3	98	2	5	-1	2	-9

Compounds as they come; overall some 2.4% were active at least once.
